# EPAC2 antagonist: qHTS for Antagonist of cAMP-regulated guanine nucleotide exchange factor 2 (EPAC2): primary screen | Rap guanine nucleotide exchange factor 4 (Homo sapiens), Q8WZA2 | EPAC2 GEF exchange of Rap1B-BODIPY-GDP, fluorescence | Potency, µM (titrated, usually from 114 µM), inactives show top-dose activity, negative = inhibition, usual class: inhibitors | 0.18% of 360,000 active | AID 720708, 2013; further: potency means the concentration at half of the fitted maximal effect; on the % scale 0 is the no-effect control and ±100 the full control effect; nearly all actives have a fitted effect of over 45% in size; many of its hits are not listed in these tables
# Target sequence (Q8WZA2 whole entry, looked up): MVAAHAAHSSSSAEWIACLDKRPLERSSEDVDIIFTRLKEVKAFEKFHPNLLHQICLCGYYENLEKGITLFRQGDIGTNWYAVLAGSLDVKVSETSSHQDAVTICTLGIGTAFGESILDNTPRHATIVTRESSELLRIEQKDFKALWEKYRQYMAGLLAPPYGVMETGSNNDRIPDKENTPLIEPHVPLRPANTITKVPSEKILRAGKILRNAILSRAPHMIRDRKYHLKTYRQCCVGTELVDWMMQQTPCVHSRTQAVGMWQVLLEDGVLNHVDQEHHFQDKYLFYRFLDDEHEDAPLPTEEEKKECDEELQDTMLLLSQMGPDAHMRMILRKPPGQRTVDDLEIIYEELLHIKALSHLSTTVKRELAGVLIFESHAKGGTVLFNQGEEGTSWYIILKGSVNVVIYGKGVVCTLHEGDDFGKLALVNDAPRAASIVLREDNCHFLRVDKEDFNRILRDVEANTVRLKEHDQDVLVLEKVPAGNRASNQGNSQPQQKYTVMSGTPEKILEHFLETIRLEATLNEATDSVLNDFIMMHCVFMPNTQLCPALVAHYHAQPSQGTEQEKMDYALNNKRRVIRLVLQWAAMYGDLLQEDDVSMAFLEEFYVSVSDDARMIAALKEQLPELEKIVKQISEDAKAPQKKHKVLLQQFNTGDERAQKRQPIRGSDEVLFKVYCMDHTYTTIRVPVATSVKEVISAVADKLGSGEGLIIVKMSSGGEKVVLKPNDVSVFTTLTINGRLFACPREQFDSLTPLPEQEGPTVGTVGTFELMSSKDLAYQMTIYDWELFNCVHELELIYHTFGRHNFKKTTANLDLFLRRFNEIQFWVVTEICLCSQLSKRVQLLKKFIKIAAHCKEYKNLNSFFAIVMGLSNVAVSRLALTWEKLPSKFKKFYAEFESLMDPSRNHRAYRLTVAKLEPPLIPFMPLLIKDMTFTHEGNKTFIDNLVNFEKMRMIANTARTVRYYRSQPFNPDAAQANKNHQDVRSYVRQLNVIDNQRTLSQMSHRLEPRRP
# Nrf2 block: Nrf2 qHTS screen for inhibitors; A549 ARE-Fluc reporter, luciferase luminescence, 18-24 h; Potency, µM (titrated, usually from 46 µM), without a hit: at the highest dose activity change, negative = inhibition, usual class: inhibitors; 2.1% of 360,000 active; AID 504444, 2011; further: potency means the concentration at half of the fitted maximal effect; on the % scale 0 is the no-effect control and ±100 the full control effect; nearly all actives have a fitted effect of over 60% in size
#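 A549 ARE_Fluc cells (5000/well, 5% FBS OPTI-MEM) pre-incubated 2 h, then treated with compounds 18-24 h at 37C/5% CO2 in concentration-response. CellTiter-Fluor viability read first; BugLite luciferase luminescence after 15 min at room temperature gives Nrf2 activity.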
# TGFb SMAD3 inh: qHTS for Inhibitors of TGF-b | Potency, µM (titrated, usually from 46.1 µM), for inactives: at the top dose activity, negative = inhibition, actives largely listed as inhibitors | 1.2% of 410,000 active | HepG2 CAGA-GFP TGF-b/SMAD3 reporter, GFP fluorescence, 18 h; TGF-beta stimulated, 500 pg/mL final | AID 588855, 2011; further: potency means the concentration at half of the fitted maximal effect; on the % scale 0 is the no-effect control and ±100 the full control effect; nearly all actives have a fitted effect of over 65% in size
#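 Cell-based qHTS in HEPG2 carrying a CAGA-GFP Smad reporter; compounds added before 500 pg/mL final TGF-beta, 18 h incubation at 37 degrees C, GFP fluorescence quantified per cell by imaging cytometry.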
# Nrf2 activator: qHTS of Nrf2 Activators; AID 624171, 2012; 0.31% of 410,000 active; Potency, µM (doses to about 46.1 µM), for inactives: at the top dose activation, usual class: activators; AREc32 ARE-luciferase reporter (MCF7-derived line), luminescence, 24 h; further: potency means the concentration at half of the fitted maximal effect; % of control where 0% means no effect; nearly all actives have a fitted effect of over 65% in size
#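 AREc32_Fluc, 1000 cells/well, OPTI-MEM + 5% FBS, o/n 37 deg C 5% CO2; 23 nL cpd by pin tool, 24 hr; Steady-Glo 30 min RT, luminescence.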
# CCT modulator: High-Throughput Screening for Modulators of Cytosolic Chaperonin Activity. activity change, % (concentration not given with the values), hits read low. AID 651819, 2012. purified chaperonin ATPase assay, HTRF ADP detection, 30 min. 0.3% of 360,000 active; in the data active means activity change below about -30%; further: on the % scale 0 is the no-effect control and ±100 the full control effect
#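 Nucleotide hydrolysis assay: TRiC at 20–40 nM final (set by batch activity) with 10 uM ATP, 30 min at 37 °C, in presence of 76 uM compound. Detection by competitive ADP HTRF, 30 min ambient.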
# pAkt inh: HTS Assay for Inhibitors of Akt Phophorylation: Primary Screen; 0.32% of 360,000 active; AID 651550, 2012; activity change, % for hits at 50 µM; Neuro2A IGF-stimulated pAkt S473 HTRF, 20 min; active compounds read low; in the data active means activity change below about -80%; inconclusive means mostly about -51% to -80%; further: on the % scale 0 is the no-effect control and ±100 the full control effect
#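 Neuro2A cells in DMEM with 0.5% FBS, overnight at 37 deg C, given compound at single 50 µM final, then IGF (6 nM final) for 20 min at 37 deg C. Lysed; phospho-Akt Ser473 by HTRF after 24 h, 665/615 ratio.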
# MmCpn inh: Inhibitors of TCP-1 ring complex (TRiC) of Methanococcus maripaludis (MmCpn): qHTS. Chaperonin Mm-Cpn (Methanococcus maripaludis). purified Mm-Cpn ATPase, ADP Transcreener TR-FRET. Potency, µM (titrated, usually from 76.9 µM), inactives show top-dose activity, negative = inhibition, usual class: inhibitors. 0.031% of 330,000 active; further: potency means the concentration at half of the fitted maximal effect; on the % scale 0 is the no-effect control and ±100 the full control effect; nearly all actives have a fitted effect of over 80% in size
#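 Inhibition of chaperonin ATP hydrolysis is measured as reduced ADP production, detected by competitive TR-FRET in which signal falls with ADP. Final enzyme 25 nM and ATP 10 uM, reacted 30 min at 37°C.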
# A549 tox: Nrf2 qHTS screen for inhibitors: counterscreen for cytotoxicity; AID 504648, 2011; 0.16% of 390,000 active; A549 ARE-Fluc cells, CellTiter-Fluor viability, 18-24 h; Potency, µM (top dose mostly 46 µM), inactives show at the top dose activity change, negative = cytotoxicity, usual class: inhibitors; further: potency means the concentration at half of the fitted maximal effect; on the % scale 0 is the no-effect control and ±100 the full control effect
#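 A549 ARE-Fluc cells in 5% FBS OPTI-MEM, 5000 cells/well, rested 2 h then exposed to compounds in concentration-response for 18-24 h at 37 °C. Viability by CellTiter-Fluor fluorescence (Ex 405/Em 525) after 30 min; luciferase luminescence (BugLite, 15 min, RT) read afterwards.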
# EPAC2 agonist: qHTS for Agonist of cAMP-regulated guanine nucleotide exchange factor 4 (EPAC2): primary screen; EPAC2 activation, biochemical qHTS; response scale: 100% = 6.5 mM cAMP response; Potency, µM (titrated, usually from 154 µM), for inactives: top-dose activation, hits mostly activators; 0.079% of 360,000 active; AID 720711, 2013; further: potency means the concentration at half of the fitted maximal effect; nearly all actives have a fitted effect of over 50% in size
#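 qHTS, titration series. 100 nM EPAC2 / 250 nM Rap1B-BODIPY-GDP / 50 uM GDP; RT; ex 480/em 540 nm, 5-min reads to 30 min. Norm. to 6.5 mM cAMP = activation.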
# Starred values were filed as active, the others as inactive; i = inactive; ? = inconclusive; . = no result given; & = joins results of further samples; [ ] = another dose, or the depositor's remark. Unless noted, the call rests on the fitted dose curve; in most records, active means well fitted curve in the direction sought with a large enough effect; inconclusive means small, poorly fitted or top-dose-only effect, or another doubt; inactive means no such curve, though single readings can be large; an effect the other way counts as inactive or inconclusive. These rows are one share of the data; rates above refer to the full screens.
mol	EPAC2 antagonist	Nrf2 block	TGFb SMAD3 inh	Nrf2 activator	CCT modulator	pAkt inh	MmCpn inh	A549 tox	EPAC2 agonist
CCOc1cc(/C=C/c2ccc3cccc([N+](=O)[O-])c3n2)ccc1OCC(=O)N(C)C	7.5%	?	1.7%	19.3%	-2.1	i	-0.8%	-8.1%	-0.7%
O=C(CSc1oc(-c2ccc(F)cc2)nc1S(=O)(=O)c1ccccc1)c1ccc(Cl)cc1	.	4.3%[9.27 µM]	-7.8%	0.5%	.	.	.	-8.7%	.
CCOc1ccc(-n2c(N)c(C(=O)NCc3ccco3)c3nc4ccccc4nc32)cc1	-4.4%	21.3%	-12.6%	11.2µM*	1.7	i	1.6%	6.2%	-24.4%
O=C(CNc1ccc(Br)cc1)Nc1ccc(S(=O)(=O)N2CCCCC2)cc1	8.1%	.	?	-0.1%	-2.7	i	.	.	7.1%
Cc1nn(Cc2ccccc2Cl)c2sc(C(=O)OC3CCCC3=O)cc12 (stereo not drawn)	-1.0%	-17.5%	18.2%	0.7%	-2.1	i	-0.1%	-24.8%	18.2%
CC(NC(=O)C1CCN(S(=O)(=O)Cc2ccccc2)CC1)c1ccccc1 (stereo not drawn)	.	12.2%	-1.9%	-0.2%	.	.	.	-8.6%	.
CN(C)S(=O)(=O)c1ccc2c(c1)c(=O)c(C(=O)N1CCN(c3cccc(Cl)c3)CC1)cn2C	.	-19.7%	-16.4%	0.2%	.	.	.	2.1%	.
Cc1cc(C)n2nc(C(=O)N3CCN(Cc4ccc5c(c4)OCO5)CC3)nc2n1	5.1%	-20.4%	23.8%	2.7%	-0.9	i	0.2%	-1.1%	-0.6%
CC1(C)CC(=O)c2cc(OCC(=O)N3CCCCCC3)ccc2O1	6.3%	?	29.6%	0.8%	-3.1	i	-0.3%	0.1%	1.5%
COc1cccc(NC(=S)N(Cc2ccc(C)cc2)Cc2ccccn2)c1	-8.8%	-0.9%	-7.3%	0.6%	-17.6	i	0.1%	6.5%	17.3%
CC(=N\Nc1ccccc1)/C(=N/O)C(=O)Nc1ccccc1	-6.7%	.	1.8%	?	-1.2	i	0.6%	-2.0%	-4.2%
Oc1cccc(C(O)CNCc2ccc(-c3ccccc3)cc2)c1 (stereo not drawn)	12.6%	9.1%	?	4.9%	0.3	i	0.8%	-9.3%	0.5%

# Single records (already shown):
# Oc1cccc(C(O)CNCc2ccc(-c3ccccc3)cc2)c1 (stereo not drawn) in the list: EPAC2 antagonist: 12.6%; Nrf2 block: 9.1%; TGFb SMAD3 inh: ?; Nrf2 activator: 4.9%; CCT modulator: 0.3; pAkt inh: i; MmCpn inh: 0.8%; A549 tox: -9.3%; EPAC2 agonist: 0.5%
# O=C(CNc1ccc(Br)cc1)Nc1ccc(S(=O)(=O)N2CCCCC2)cc1 in the list: EPAC2 antagonist: 8.1%; Nrf2 block: .; TGFb SMAD3 inh: ?; Nrf2 activator: -0.1%; CCT modulator: -2.7; pAkt inh: i; MmCpn inh: .; A549 tox: .; EPAC2 agonist: 7.1%

# (more compounds)
mol	EPAC2 antagonist	Nrf2 block	TGFb SMAD3 inh	Nrf2 activator	CCT modulator	pAkt inh	MmCpn inh	A549 tox	EPAC2 agonist
O=C(NCC1CCCCC1)C12CN(Cc3ccccc3)CC1C(c1cccc([N+](=O)[O-])c1)=NO2 (stereo not drawn)	5.9%	0.5%	1.5%	11.0%	-1.0	i	1.3%	-1.4%	2.0%
Cc1cc(C)cc(CC2CC(=O)N(c3ccc([N+](=O)[O-])cc3)C2=O)c1 (stereo not drawn)	-6.8%	6.8%	-2.0%	-1.4%	-0.2	i	-1.0%	4.1%	4.5%
COc1ccc(C(C)=O)cc1COC(=O)c1c(C)noc1C	1.7%	-28.1%	10.2%	0.7%	-0.3	i	-4.6%	3.0%	-0.2%
CC(=O)Nc1cc2cc(NS(=O)(=O)c3ccc(C)cc3)ccc2oc1=O	-24.3%	?	1.7%	-0.4%	-4.5	i	0.8%	19.1%	7.1%
CCn1c(=O)c(=O)[nH]c2cc(C(=O)N3CCN(Cc4ccc5c(c4)OCO5)CC3)ccc21	-1.7%	7.1%	-15.5%	3.0%	-1.5	i	-2.9%	-2.4%	12.4%
C/C(N)=C(/C#N)C(=O)CSc1nnc(Nc2cccc(C)c2)s1	13.1%&1.5%	?	-0.3%&-6.0%	8.4%&4.8%	-3.6&-0.1	i	1.4%	4.8%	-9.6%&-10.3%
CC1CCN(C(=O)COC(=O)/C=C/c2ccc([N+](=O)[O-])cc2)CC1	0.4%	8.7%	?	1.7%	-1.9	i	2.0%	-0.6%	-3.1%
Cc1ccc(-n2ncc3c(SCc4cccc(C)c4)ncnc32)cc1	-5.2%	4.8%	-11.3%	-0.5%	-2.0	i	0.5%	1.0%	5.4%
CNC[C@@H]1Oc2c(NC(=O)Nc3ccccc3)cccc2C(=O)N([C@@H](C)CO)C[C@H]1C	28.8%	3.1%	15.2%	0.5%	-0.5	i	1.2%	5.0%	-0.6%
CC(C)N(Cc1ccccc1)C(=S)Nc1ccccc1F	1.2%	-0.3%	-17.7%	0.1%	1.6	i	1.1%	2.9%	14.2%
O=C(CCN1C(=O)[C@@H]2Cc3ccccc3CN2C1=O)Nc1cccc(F)c1	-6.9%	-14.4%	0.4%	-0.4%	-3.6	i	-1.3%	0.1%	13.7%
CS(=O)(=O)c1ccc(C(=O)NC2CCOC2=O)cc1 (stereo not drawn)	10.3%	1.6%	-1.7%	0.3%	-0.5	i	-0.5%	3.3%	-9.2%
COc1ccc(-c2cc(C(=O)Nc3c(C(=O)c4ccc(C)cc4)oc4ccccc34)no2)cc1	.	-7.7%	28.1%	-0.8%	.	.	.	-6.2%	.
CCCCNC(=O)OC1CC2CC1[C@H]1CCCCN1C2=O (stereo partly drawn)	0.3%	.	.	-0.6%	0.4	i	.	.	0.3%
CCN(CC)C(=O)c1ccc(-c2ccccc2)cc1	-4.0%	-22.4%	?	-0.2%	-2.1	i	-3.0%	-6.5%	1.0%
O=C(CSc1ccc([N+](=O)[O-])cn1)Nc1nccs1	10.0%	-12.2%	8.1%	0.0%	1.2	i	0.6%	-13.6%	0.2%
COc1ccccc1C(=O)C1CCCN(C(=O)c2ccc(Cl)cc2)C1 (stereo not drawn)	4.0%	.	-8.4%	4.7%	2.3	i	.	.	1.1%
O=S(=O)(c1ccccc1)c1nc(NCc2cccnc2)sc1Cl	17.3%	?	-14.6%	0.9%	0.4	i	-2.3%	3.3%	7.2%
Cc1ccc(-n2c(Cc3cccn3C)nnc2SCC(=O)Nc2cc(C)on2)cc1	17.9%	11.9%	-2.4%	0.7%	1.8	i	1.2%	1.8%	-1.3%
COc1ccc(OC)c(NC(=S)NCCCN2CCOCC2)c1	2.2%	2.3%	2.7%	0.3%	-0.3	i	0.5%	7.5%	-4.0%
O=C(OCC(=O)N1CCOCC1)c1ccccc1Br	-4.5%	?	9.5%	2.9%	0.4	i	1.5%	-12.6%	9.9%
O=C(COc1cccc2cccnc12)N/N=C1\SCC(=O)N1Cc1ccccc1	7.2%	3.9%	-1.1%	-0.3%	-1.4	i	-1.8%	-5.6%	-0.6%
CN(C)c1cc[n+](CC(=O)Nc2ccc(OC(F)F)cc2)cc1	3.7%	23.1µM*	?	1.5%	-1.2	i	?	-7.0%	2.2%
Cc1ccc2oc(C(=O)N3CCC(O)(c4cccc(C(F)(F)F)c4)CC3)c(C)c2c1	-24.2%	2.0%	?	5.5%	2.3	i	-0.4%	-8.3%	-8.4%
O=C(N/C(=C/c1cccnc1)C(=O)N1CCOCC1)c1ccco1	3.9%	7.7%	-1.4%	0.2%	-1.0	i	-0.9%	0.2%	-6.5%
CCC(OC(=O)C(C)N1C(=O)C(=O)c2ccccc21)C(=O)Nc1ccccc1OC (stereo not drawn)	-4.8%	-14.3%	-21.7%	2.6%	-0.6	i	-2.6%	1.5%	0.8%
Cc1c(-n2c(-c3ccccc3)nc3ccccc3c2=O)c(=O)n(-c2ccccc2)n1C	2.5%	4.7%	13.4%	0.2%	-0.2	i	-0.1%	-8.4%	0.6%
CC(=O)C(C(C)=O)c1cc(NS(=O)(=O)c2ccccc2)ccc1NS(=O)(=O)c1ccccc1	-14.3%	?	-6.5%	-0.6%	-0.5	i	-1.0%	?	10.8%
CCCNC(=O)C1(C)CCCN(C(=O)Cc2ccc(OC)cc2)C1 (stereo not drawn)	5.3%	.	16.7%	-0.4%	-0.8	i	.	.	3.1%
Cc1ccc(NC(=O)c2ccccc2NC(=O)Cc2ccccc2)cc1	-5.2%	14.7%	2.9%	-0.9%[9.22 µM]	0.0	i	1.7%	0.4%	0.0%
Cc1ccc(Cn2nnc3c(=O)[nH]c(C4CCN(S(=O)(=O)c5ccccc5F)CC4)nc32)cc1	-16.4%	6.4%	?	2.0%	0.7	i	-1.1%	1.4%	-5.8%
CCCCOc1ccc(NC(=O)CN2CCN(Cc3ccccc3)CC2)cc1	0.7%	-0.2%	?	0.9%	0.8	i	-1.7%	-3.0%	14.4%
O=C(COC(=O)c1n[nH]c(=O)c2ccccc12)Nc1cccc(S(=O)(=O)N2CCOCC2)c1	0.5%	8.7%	1.9%	-0.6%	1.0	i	.	4.1%	3.5%
CC(=O)Nc1ccc(C)cc1-c1nc2ccccc2n(Cc2cccc(Br)c2)c1=O	.	2.3%	?	-0.2%	.	.	.	5.7%	.
